K1F lysis inhibition = inhibition of K1F phage lysis, E. coli UTI89, bacterial capsule biogenesis inhibitors, alamar blue (AID 488966); E. coli UTI89 K1F phage lysis, alamar blue, 2 h; higher % means a stronger effect; inhibition, % at 100 µM, or IC50 in µM where a hit was titrated; 340,000 compounds, 0.02% hits;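 active = phage lysis inhibition, versus mean bacterial control, above a set limit; inconclusive = no clear call, values can overlap the other calls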;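 note: capsule biogenesis inhibitors block K1F phage lysis so surviving cells raise fluorescence; higher fluorescence means more inhibition of phage lysis; actives were called in the ten point dose series up to 300 µM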
P. falciparum M1AAP = P. falciparum M1AAP inhibitors, biochemical, fluorogenic H-Leu-NHMec substrate, 1536-well (AID 1445). recombinant M1AAP, H-Leu-NHMec fluorogenic kinetic assay; higher % means a stronger effect. inhibition, % at 30 µM, or IC50 in µM where a hit was titrated. 220,000 compounds, 0.42% hits;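 active = primary inhibition above the hit cutoff, then over 50% inhibition at one or more dose response concentrations, cut at about 23% in these data, passing the limit was not always enough; inconclusive = conflicting primary data, or primary hits not chosen for dose response; inactive = low primary inhibition, or under 50% at every dose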;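 note: plate controls were DMSO full reaction for no effect and no enzyme background for full effect; strong numbers were not always called active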
TNAP activation fold = stimulation of alkaline phosphatase TNAP activity – biochemical, luminescent, no phosphate acceptor, uHTS, primary screen (AID 1001); one-dose activation fold at 20 µM; EC50 in µM for titrated hits; purified TNAP, luminescent activation assay, no phosphate acceptor; higher activation fold means a stronger effect; 200,000 compounds, 0.03% hits; in the data active = activation fold from about 3, or a potency from the dose series; inactive = the rest, 99 in 100 with activation fold below about 1.6; note: many of its hits are not listed in these tables
PMI inhibitors = inhibitors of human PMI, primary screen, biochemical, fluorescence intensity, coupled assay (AID 1209) | 190,000 compounds, 0.42% hits | purified PMI enzyme, coupled fluorescence intensity; higher % means a stronger effect | inhibition, % at 20 µM; hits with a dose series show IC50 in µM;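 note: plate controls were DMSO vehicle for no effect and wells lacking substrate for full effect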
ER stress rescue = protection against thapsigargin-triggered cell killing – 384-well, CSM14.1, ATP luminescence, primary screen (AID 1222) | 190,000 tested, under 10 active | one-dose cellular ATP content (survival), % at 20 µM; EC50 in µM for titrated hits | CSM14.1 thapsigargin-induced death rescue, ATP luminescence; higher % means a stronger effect;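 active = EC50 below 50 µM in the dose-response confirmation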;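 note: death triggered by thapsigargin at about 15 µM added after 2 h compound pretreatment; cell ATP read after overnight thapsigargin exposure of roughly 18 to 22 hours; normalized against plate controls of thapsigargin alone and 5% DMSO vehicle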
WT yeast gro inh = growth inhibition of WT yeast, mitochondrial fusion screen; mitochondrial fusion phenotypic screen, WT strain; inhibition, % at 10 µM; 190,000 compounds, 2.1% hits; in the data active = inhibition above about 58%; tested in S. cerevisiae
Myeloid diff MLP = promotes myeloid progenitor differentiation. ER-HoxA9 myeloid progenitors, lysozyme-GFP differentiation, flow cytometry. calls only at 10 µM. 360,000 compounds, 1% hits. AID 624256;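 active = normalized GFP-positive differentiation at or above the plate's own cutoff, the solvent-only control mean plus 3 SD; inconclusive = no clear call, values can overlap the other calls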;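 note: cells exposed to compound for four days before flow analysis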
Hep lipid drop = hepatic lipid droplet formation modulation | AML12 mouse hepatocytes, oleate lipid droplets, BODIPY imaging | inhibition, % at 6.5 µM | 240,000 compounds, 0.4% hits;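 active = lipid droplet intensity inhibited by at least 50%, with more than 500 cells counted; inconclusive = wells with under 300 cells, treated as cytotoxic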
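Material: mouse AML12 hepatocyte cell line, fixed after treatment; Timing: compound with oleate, overnight; Technique: high-content imaging of BODIPY-stained droplets and DAPI nuclei; Probe or stimulus: oleate, 100 µM final; Dosing: compound at 6.5 µM only.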
PMI inhibition = MPI inhibition at elevated mannose 6-phosphate – biochemical, fluorescence intensity, high mannose 6-phosphate, primary screen (AID 1220); 190,000 compounds, 0.66% hits; recombinant PMI enzyme, coupled fluorescence intensity; higher % means a stronger effect; inhibition, % at 20 µM; hits with a dose series show IC50 in µM
WT yeast gro inh mutant strain = second read-out of WT yeast gro inh, no call of its own (marks repeat the call); inhibition, %; mitochondrial fusion phenotypic screen, mutant strain inhibition
Hep lipid drop cells 6.5 µM = recorded beside Hep lipid drop, whose call it bears; cell count; measured here: cell count, cytotoxicity flag;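 cells counted across two imaged fields per well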
Myeloid diff MLP GFP+ MAC1+ % = also measured in Myeloid diff MLP; calls as there; GFP+ MAC1+ double positive, %; measured here: differentiation confirmed by MAC1 staining
Starred values were filed as active, the others as inactive; i = inactive; ? = inconclusive; · = not tested or not shown; [ ] = remark or other dose. Cut-off read from the data, not from the text of the source, unless noted: active = inhibition above about 50%; inactive = the rest.

| canonical_smiles | K1F lysis inhibition | P. falciparum M1AAP | TNAP activation fold | PMI inhibitors | ER stress rescue | WT yeast gro inh | WT yeast gro inh mutant strain | Myeloid diff MLP | Myeloid diff MLP GFP+ MAC1+ % | Hep lipid drop | Hep lipid drop cells 6.5 µM | PMI inhibition |
| --- | --- | --- | --- | --- | --- | --- | --- | --- | --- | --- | --- | --- |
| Cc1ccc(-c2noc(CCC(=O)N3CCN(c4cccc(C(F)(F)F)c4)CC3)n2)cc1 | -0.2% | 3% | 1.1 | 26% | · | 24 | 13 | i | 0.1 | -21 | 578 | 24% |
| Cc1nn(C)c(C)c1/C=C(/C(=O)C(C)C)n1cncn1 | 0.0% | -3% | · | · | · | · | · | i | 0.2 | 28 | 714 | · |
| CC1(C)CC(=O)C2=C(C1)OC(N)=C(C#N)C21C(=O)N(CN2CCOCC2)c2ccccc21 (stereo unspecified) | 2.1% | -2% | 1 | 22% | -0.4% | 6 | -12 | i | 0.9 | -5 | 696 | 19% |
| Cc1cccc(N2CC3=C(C2=O)C(c2ccccc2)NC(=O)N3C)c1 (stereo unspecified) | 4.6% | 3% | 1.1 | 4% | -1.3% | -25 | -21 | i | 1.0 | -7 | 771 | -3% |
| CCN(Cc1ccccc1)C(c1ccncc1)c1nnnn1C(C)(C)C (stereo unspecified) | 1.9% | 12% | 1 | 8% | 2.7% | 3 | 6 | i | 5.8 | -14 | 714 | 1% |
| CCOC(=O)C1(C)/C(=N/Nc2ccc(Cl)cc2)C(=O)C(=O)N1c1ccccc1 (stereo unspecified) | 0.3% | 6% | 0.8 | -64% | -2.1% | 25 | 10 | i | 1.3 | 8 | 755 | -119% |
| Cc1ccc(O)c(C(CC(=O)NCc2ccco2)c2ccccc2)c1 (stereo unspecified) | 0.0% | -1% | 1.1 | 7% | 1.8% | 3 | -16 | i | 0.6 | -8 | 775 | 14% |
| Nc1cc(=O)nc(SCc2ccccc2)n1Cc1ccco1 | -0.4% | -1% | 1.1 | 16% | 1.6% | 6 | 7 | i | 0.5 | 10 | 760 | 12% |
| COc1cccc(Cn2c(NCc3ccco3)nc3c2c(=O)n(C)c(=O)n3C)c1 | · | -5% | 1.1 | 9% | -3.6% | -6 | -13 | · | · | -22 | 565 | 3% |
| COc1nc(NCCO)nc(Nc2ccc([N+](=O)[O-])cc2)n1 | 1.9% | 10% | 1 | 14% | -1.6% | -19 | 11 | i | 0.4 | -2 | 605 | 8% |
| Cc1cccc(C)c1NS(=O)(=O)c1ccc(F)cc1 | 0.2% | 13% | 1.1 | 4% | 0.0% | 1 | 16 | i | 0.5 | · | · | 1% |
| O=C(/C=C/c1ccccc1)NC(=S)Nc1ccc(N2CCOCC2)c(Cl)c1 | 0.2% | 0% | 1.1 | 6% | -1.1% | -3 | -4 | i | 0.7 | · | · | 6% |
| Cc1ccc(C(=O)N2CCN(S(=O)(=O)c3ccccc3[N+](=O)[O-])C2)cc1 | 0.2% | 2% | 1.2 | -6% | -0.9% | -8 | -3 | i | 0.1 | 2 | 730 | -3% |
| COC(=O)[C@@]1(Cc2ccc(F)cc2)[C@H]2c3cc(C(=O)N(C)C)n(Cc4ccccn4)c3C[C@H]2CN1C(=O)c1ccccc1 | · | 12% | 1 | 7% | 2.5% | 4 | -11 | · | · | -4 | 681 | 7% |
| CC(C)c1ccc(NCCC(=O)c2ccc(Br)cc2)cc1 | 1.8% | 6% | 1.1 | 5% | 0.4% | -10 | -13 | i | 0.7 | -2 | 669 | -5% |
| CCSc1ccc(-c2ccc(C)cc2)nn1 | 0.7% | 2% | 1 | -6% | · | -11 | -9 | i | 0.1 | 12 | 700 | -5% |
| Cn1c2c(c(=O)[nH]c1=O)C(NC(=O)c1ccco1)(C(F)(F)F)C(=O)N2 (stereo unspecified) | 2.1% | 1% | 1.1 | 7% | -2.3% | 19 | 8 | i | 0.9 | -2 | 693 | 2% |
| CCO/C=C1\C(=O)N(CC)c2ccccc21 | 0.2% | 2% | 1 | -12% | 0.7% | -5 | -28 | i | 1.2 | -8 | 736 | -4% |
| CCOC(=O)CSc1nnc(C)c(=O)[nH]1 | 1.0% | -1% | 1.2 | 4% | -2.5% | 7 | 15 | i | 1.1 | 1 | 754 | 3% |
| O=C(COC(=O)CNC(=O)c1cccc([N+](=O)[O-])c1)Nc1cccc(S(=O)(=O)N2CCCC2)c1 | 1.9% | 13% | 1.1 | 14% | -1.5% | 1 | 1 | i | 0.6 | -1 | 695 | 2% |
| O=C(CN1C(=O)COc2ccccc21)Nc1ccc(F)cc1 | 3.2% | 9% | 1.9 | 0% | -1.3% | 1 | -5 | i | 3.2 | · | · | 22% |
| COC(=O)c1cccc(NC(=O)/C=C/c2cccc([N+](=O)[O-])c2)c1 | 1.8% | -1% | 1 | 13% | -0.1% | -13 | -38 | i | 0.6 | · | · | 14% |
| CC1CCCC(C)N1C(=O)CSc1nc2ccccc2c(=O)[nH]1 (stereo unspecified) | 0.2% | 6% | 1 | 13% | 4.5% | -14 | 11 | i | 0.2 | -1 | 721 | 10% |
| COc1ccc(CCNc2nc(-c3sc(C)nc3C)cs2)cc1OC | -0.2% | 12% | 1.1 | 3% | 9.6% | 12 | 15 | i | 1.5 | · | · | -3% |
| Cc1ccc(C(=O)OCC(=O)N2CCC(Cc3ccccc3)CC2)cc1N | 0.2% | 1% | 1 | 8% | -2.1% | -5 | 0 | i | 0.2 | 25 | 685 | 8% |
| CCOC(=O)c1cc(-c2ccc(OC)cc2)nc2c1c(C)nn2CCC(N)=S | 0.5% | 19% | 1.5 | -4% | -1.0% | 40 | 3 | i | 0.2 | 4 | 697 | -12% |
| CCC(Oc1ccccc1)C(=O)Nc1cc(C)on1 (stereo unspecified) | -0.4% | -2% | 1.1 | 8% | · | 0 | 0 | i | 1.9 | 14 | 698 | 7% |
| CCOC(=O)C1CCN(C(=O)CSc2c3c(nc4ccccc24)CCC3)CC1 | 0.0% | 9% | 1 | -3% | 1.0% | 12 | 14 | i | 0.6 | -61 | 723 | -1% |
| O=C(O)c1ccccc1C(=O)NNc1cccc(Cl)n1 | 0.1% | 0% | 1.6 | -28% | -2.1% | 9 | 5 | i | 0.3 | 14 | 694 | 4% |
| Cc1cccc(C(=O)N2CCCCCC2)c1[N+](=O)[O-] | 0.3% | 6% | 1.1 | -2% | -1.3% | -19 | -10 | i | 0.2 | 11 | 665 | -2% |
| N#Cc1c(N2C(=O)Nc3ccccc3N2O)sc2c1CCCCCC2 | -0.1% | 12% | 1.1 | -15% | -3.8% | -3 | -6 | i | 1.1 | 1 | 697 | -11% |
| CCOC(=O)CSC1=NC(=O)/C(=C/c2ccc(Br)cc2)S1 | 0.2% | 17% | 1.2 | 28% | -1.9% | 20 | 22 | i | 0.2 | -28 | 621 | 8% |
| CCN1/C(=C/c2ccc3cc(C)ccc3[n+]2CC)Sc2cc(C)c(C)cc21 | -1.5% | 15% | 0.9 | 21% | -4.2% | 92* | 89* | · | · | -115 | 625 | 14% |
| COc1ccccc1N1CCN(c2cc(=O)n(-c3ccc(Cl)cc3)c(=O)[nH]2)CC1 | -0.4% | · | 1.1 | 11% | -2.6% | 9 | 8 | i | 1.9 | -13 | 710 | 10% |
| COc1ccc(-c2nc(CS(=O)CC(=O)NCc3ccccn3)c(C)o2)cc1 (stereo unspecified) | 2.2% | 1% | 1.1 | 1% | -2.0% | 13 | 2 | i | 2.5 | -9 | 752 | 11% |
| CC(C)NCc1cccc([N+](=O)[O-])c1 | 4.5% | 2% | 1.2 | 7% | -1.4% | -6 | -5 | i | 0.0 | -2 | 587 | -6% |
| CN(C)S(=O)(=O)c1ccc(NC(=O)CSc2n[nH]c(=O)n2C2CC2)cc1 | 0.0% | 2% | 1 | 2% | 0.0% | 3 | -9 | i | 0.2 | 15 | 701 | 2% |
| Cc1ccc(C(=O)NCc2ccc(Cl)cc2)o1 | -0.2% | -1% | 1.1 | -1% | 0.1% | 17 | -1 | i | 1.3 | -3 | 689 | -3% |
| CCC(=S)/C=C1\Sc2ccc3ccccc3c2N1CCCS(=O)(=O)O | · | 32% | 1 | 10% | -0.1% | -17 | -18 | · | · | · | · | 20% |
| CCOc1cccc2cc(C(N)=O)c(=NCc3ccccc3)oc12 | -2.1% | 5% | 1.1 | 4% | -1.1% | 14 | 7 | i | 5.3 | · | · | -3% |
| CCCC[n+]1ccc(-c2nc3ccc([N+](=O)[O-])cc3[nH]2)cc1 | -0.1%[50 µM] | 13% | 1.1 | -16% | -3.2% | 0 | -7 | i | 0.5 | 29 | 555 | -17% |
| CC(=O)c1ccc(OCC(C)C)c(Cc2c(O)nc(N)[nH]c2=O)c1 | -0.2% | 4% | 1 | -3% | 1.8% | 2 | 19 | i | 0.2 | 0 | 597 | -5% |
| O=C(NCc1cccs1)c1cccnc1C(=O)O | 4.5% | -2% | 1 | -12% | -0.3% | 0 | -7 | i | 1.0 | · | · | 4% |
| O=C(N/N=C/c1ccc(O)cc1O)c1ccc(CN2C(=O)c3cccc4cccc2c34)cc1 | -1.8% | 1% | 1.2 | 5% | 8.5% | 2 | -14 | ? | · | -30 | 555 | 1% |
| CCC(=O)N1N=C(c2ccc(NS(C)(=O)=O)cc2)CC1c1ccc(N(C)C)cc1 (stereo unspecified) | -0.3% | 2% | 0.9 | 0% | -0.9% | -5 | 4 | i | 0.0 | 12 | 724 | 11% |
| Cc1cc(C)cc(N(CC(=O)NC2CCCCC2)C(=O)CCC(=O)Nc2cc(C)ccn2)c1 | 0.0% | · | 1.1 | 20% | -1.1% | · | · | i | 0.5 | -4 | 755 | 16% |
| O=C(Nc1c(C(=O)N2CCOCC2)cnn1-c1ccccc1)c1ccco1 | -2.1% | 1% | 1.2 | -7% | -1.0% | -10 | 1 | i | 9.1 | · | · | -1% |
| COc1ccc(-c2csc(NC(=O)c3ccco3)n2)cc1 | -0.4% | 2% | 1.1 | -21% | -1.0% | 21 | 14 | i | 0.5 | -4 | 732 | -24% |
| O=C(c1ccc(S(=O)(=O)N2CCOCC2)cc1)N(c1ccccn1)C1CCCCC1 | -0.1% | 4% | · | · | · | · | · | i | 1.2 | 1 | 760 | · |

Screening results (PubChem BioAssay)
